Screening data (PubChem BioAssay)
LYPLA2 counter – LYPLA2 (human) inhibition in PME1 counter-screen. O95372. recombinant LYPLA2, FP-Rh probe fluorescence polarization. inhibition, % at 5.9 µM. hit rate 0.38% among 320,000. AID 2177;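 active means inhibition above the screen-wide mean plus 3 SD, limit set per campaign, cut at about 26% in these data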;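 further: 0% = LYPLA2 with DMSO and 100% = wells lacking LYPLA2 enzyme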
Target sequence (O95372 whole entry, looked up): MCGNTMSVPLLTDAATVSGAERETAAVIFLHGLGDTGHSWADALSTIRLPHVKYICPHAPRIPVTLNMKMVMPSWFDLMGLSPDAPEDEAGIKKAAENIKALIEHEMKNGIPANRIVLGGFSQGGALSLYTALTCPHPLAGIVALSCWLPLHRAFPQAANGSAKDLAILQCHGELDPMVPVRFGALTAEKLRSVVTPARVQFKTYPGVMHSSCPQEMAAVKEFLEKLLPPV
PAFAH1B2 FP inh – PAFAH1B2 (human) inhibition; inhibition, % at 3.39 µM; P68402; hit rate 1.2% among 340,000; recombinant PAFAH1B2, FP-rhodamine activity probe, fluorescence polarization;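 active means inhibition above the mean of all tested compounds plus 3 SD, cut at about 24% in these data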;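 further: 0% = enzyme with DMSO and 100% = wells lacking PAFAH1B2; many of its hits are not listed in these tables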
Target sequence (P68402 whole entry, looked up): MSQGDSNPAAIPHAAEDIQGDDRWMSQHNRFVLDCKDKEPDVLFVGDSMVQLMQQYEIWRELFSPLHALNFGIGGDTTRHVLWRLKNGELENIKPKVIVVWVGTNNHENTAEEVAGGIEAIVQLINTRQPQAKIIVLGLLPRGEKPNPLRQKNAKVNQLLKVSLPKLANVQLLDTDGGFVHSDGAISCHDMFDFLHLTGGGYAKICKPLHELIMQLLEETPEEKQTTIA
LYPLA1 inh – counter-screen for PME1 inhibitors: inhibitors of human LYPLA1. hit rate 0.16% among 320,000. inhibition, % at 5.9 µM. recombinant LYPLA1, FP-Rh probe fluorescence polarization. O75608;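 active means inhibition above the mean of all tested compounds plus 3 SD, set per campaign, cut at about 14% in these data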;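 further: inhibitors block serine hydrolase probe labeling of LYPLA1 so polarization falls; 0% = enzyme with DMSO and 100% = wells lacking LYPLA1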
Target sequence (O75608 whole entry, looked up): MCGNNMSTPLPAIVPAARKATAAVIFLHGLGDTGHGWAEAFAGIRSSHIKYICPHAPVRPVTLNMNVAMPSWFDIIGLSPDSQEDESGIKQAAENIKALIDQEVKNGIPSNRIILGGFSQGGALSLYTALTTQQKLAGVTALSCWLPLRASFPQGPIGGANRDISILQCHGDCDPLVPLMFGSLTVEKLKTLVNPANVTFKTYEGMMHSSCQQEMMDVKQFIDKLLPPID
PAFAH1B3 FP inh – inhibitors of human PAFAH1B3; inhibition, % at 3.39 µM; hit rate 0.28% among 340,000; recombinant PAFAH1B3, FP-rhodamine probe, fluorescence polarization;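 active means inhibition above the screen-wide average of all tested compounds plus 3 SD, cut at about 25% in these data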;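 further: 0% = enzyme with DMSO only and 100% = wells lacking PAFAH1B3 protein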
GSTO1 counter – blocks human GSTO1 in RBBP9 counter-screen; P78417; recombinant GSTO1, activity-based probe fluorescence polarization; inhibition, % at 5.96 µM; hit rate 1.1% among 300,000; AID 1974;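 active means inhibition above the campaign mean inhibition plus 3 SD, cut at about 35% in these data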;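 further: 0% = GSTO1-1 with DMSO and 100% = wells lacking GSTO1-1 enzyme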
Target sequence (P78417 whole entry, looked up): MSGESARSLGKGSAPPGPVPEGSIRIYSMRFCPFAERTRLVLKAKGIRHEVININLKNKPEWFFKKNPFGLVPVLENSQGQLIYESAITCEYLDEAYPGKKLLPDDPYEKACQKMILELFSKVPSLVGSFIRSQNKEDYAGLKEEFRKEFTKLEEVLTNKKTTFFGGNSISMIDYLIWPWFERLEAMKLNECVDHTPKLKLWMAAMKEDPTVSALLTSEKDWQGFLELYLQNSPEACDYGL
PAD4 inh – PAD4 (human) enzyme inhibition; Q9UM07; recombinant PAD4, RCA probe fluorescence polarization; inhibition, % at 6.36 µM; hit rate 0.41% among 330,000; AID 485272;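 active means percent inhibition above a cutoff equal to the mean of all tested compounds plus 3 SD, cut at about 15% in these data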;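 further: 0% = PAD4 with RCA probe and DMSO and 100% = probe without PAD4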
PME-1 inh – blocks human protein phosphatase methylesterase 1. Q9Y570. AID 2130. recombinant PME-1, FP-Rh probe fluorescence polarization. inhibition, % at 5.9 µM. hit rate 0.53% among 320,000;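 active means inhibition above the campaign mean of all compounds plus 3 SD, cut at about 26% in these data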;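 further: competitive labeling of PME-1 active site by serine hydrolase directed probe; 0% = PME-1 with DMSO and 100% = wells lacking PME-1 enzyme; inhibitors block probe labeling so polarization falls and inhibition rises; many of its hits are not listed in these tables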
pPAFAH FP inh – pPAFAH (human) enzyme inhibition; recombinant pPAFAH, FP-rhodamine probe fluorescence polarization; Q13093; AID 463082; inhibition, % at 3.39 µM; hit rate 1.5% among 330,000;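 active means inhibition above the mean inhibition across the screen plus 3 SD, cut at about 25% in these data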;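 further: inhibitors block binding of the rhodamine activity-based probe so polarization drops; 0% = enzyme with DMSO and 100% = wells lacking pPAFAH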
PAFAH2 FP inh – inhibitors of human PAFAH2 | Q99487 | recombinant PAFAH2, FP-rhodamine activity probe, fluorescence polarization | inhibition, % at 3.39 µM | hit rate 0.99% among 340,000;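 active means inhibition above the mean over all tested compounds plus 3 SD, cut at about 30% in these data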;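 further: inhibitors block probe labeling of enzyme so polarization drops; 0% = enzyme with DMSO and 100% = wells lacking PAFAH2 protein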
* = called active by the depositor; x = not tested or not shown. Only part of the results is shown; count on the stated rates, not on these rows.

SMILES	LYPLA2 counter	PAFAH1B2 FP inh	LYPLA1 inh	PAFAH1B3 FP inh	GSTO1 counter	PAD4 inh	PME-1 inh	pPAFAH FP inh	PAFAH2 FP inh
CC1CN(C(=O)CCC(=O)N2CCOCC2)c2ccccc2O1 (stereo not given)	-4	5	-1	3	8	3	1	-1	1
CS(=O)(=O)NCCNc1ncc(C(F)(F)F)cc1Cl	-4	2	-1	0	-5	-1	-7	5	17
O=C(Nn1cnc2ccccc2c1=O)c1ccccc1	8	2	0	18	1	2	6	-1	5
O=C(NCCO)C(F)(F)C(F)(F)C(F)(F)OC(F)(C(=O)NCCO)C(F)(F)F (stereo not given)	6	3	3	5	11	3	-1	-2	4
Cc1ccc(/C=N/Nc2ncnc3nc[nH]c23)cc1	1	6	0	-5	-6	-1	4	5	5
Cc1ccc2c(CC(=O)NCc3ccc4c(c3)OCO4)coc2c1	-5	15	1	-3	16	4	3	-3	6
COc1cc(/C=C(\C#N)c2nn(CCO)c(N)c2C#N)cc(OC)c1OC	3	3	-2	3	2	0	2	2	4
CCOC(=O)N1CCN(S(=O)(=O)c2c(C)nc3sccn3c2=O)CC1	-3	2	-2	-2	1	4	0	5	-1
c1ccc(SCCOCCN2CCOCC2)cc1	-2	4	-1	1	0	-3	-1	-6	4
O=C(c1ccccc1)c1cc2cc(Cl)ccc2[nH]1	0	3	-2	3	4	-1	3	8	0
COCCCN1C(=O)c2ccc(C(=O)OCC(=O)N3CCN(c4ccccc4)CC3)cc2C1=O	5	7	-1	4	6	1	-9	10	-1
COc1cccc(CNc2nc3nc(C)cc(=O)n3[nH]2)c1	0	5	3	4	12	-1	-4	2	4
O=C(/C=C/c1ccccc1)Nc1ccc2c(c1)C(=O)NC2=O	-5	-3	-6	3	0	-6	-5	-4	-5
CCOC(=O)/C=C/C(=O)OCC(=O)Nc1ccc(C)cc1	4	x	2	x	-1	-2	-3	2	x
CC(C)(Oc1ccc(Cl)cc1)C(=O)NC1CC1	9	6	6	6	-1	-4	5	4	-3
Cn1nc(C(F)(F)F)cc1C(=O)O	-2	-3	-2	6	-1	-3	3	-1	1
O=c1oc(-c2ccc(O)c(O)c2)cc2cc(O)cc(O)c12	x	3	x	28*	x	-5	x	10	8
N#Cc1ccc(C2=CC(=O)C[C@H](c3ccc(Cl)cc3)C2)cc1	43*	6	7	14	x	-6	11	-7	2
O=C(CSC(=S)N1CCOCC1)c1ccccc1	1	-4	0	2	6	2	-2	1	-1
O=S(=O)(CCn1cccc1)CCn1cccc1	-2	7	0	2	-7	5	1	1	-1
Cc1sc2nc(C3CC3)nc(N3CCN(C(=O)c4ccccc4F)CC3)c2c1C	-5	10	-4	11	-2	1	-2	17	9
O=C(CN1CCCCCCC1)Nc1cc(Cl)cc(Cl)c1	-6	3	-2	-2	10	-4	-1	5	-14
O=C(COC(=O)CCC1CCCCC1)Nc1ccc(OC(F)F)cc1	7	3	2	-5	1	2	-2	26*	11
CCc1nnc(NC(=O)CSc2nnc(C)n2Cc2ccccc2)s1	-1	-5	1	2	5	2	-6	-4	-2
COc1ccc(C)cc1NC(=O)CCS(=O)(=O)c1ccc2c(c1)CCN2C(C)=O	0	1	-3	-4	1	0	3	8	6
(continued)
SMILES	LYPLA2 counter	PAFAH1B2 FP inh	LYPLA1 inh	PAFAH1B3 FP inh	GSTO1 counter	PAD4 inh	PME-1 inh	pPAFAH FP inh	PAFAH2 FP inh
O=C(NCc1cccs1)C1CCN(S(=O)(=O)c2ccccc2F)CC1	-4	6	6	2	-3	0	21	-5	4
O=C(NCc1cccs1)C1CC(c2ccc(Cl)c(Cl)c2)=NO1 (stereo not given)	-3	3	-2	-5	3	-3	-5	5	3
CC1CN(S(=O)(=O)c2ccc(C(=O)N3CCc4ccccc43)cc2)CC(C)O1 (stereo not given)	2	-8	0	-1	x	3	3	0	-4
O=S(=O)(NCCSCc1c(Cl)cccc1Cl)c1ccc2c(c1)OCCO2	0	8	-6	5	11	4	-2	10	-1
O=c1[nH]c(SCc2cccc([N+](=O)[O-])c2)nc2[nH]ncc12	1	5	-1	7	-4	-5	-4	4	14
Cc1cccc(-n2c(-c3ccco3)nc3nc4ccccc4nc32)c1	0	x	0	x	6	1	-9	4	x
Cc1cc(=O)oc2cc(OCC(=O)Nc3ccc(S(=O)(=O)N(C)C)cc3)ccc12	9	6	1	6	-1	1	0	2	-7
CCN(CC)S(=O)(=O)c1ccc(C(=O)N(c2ccc(C)cc2)C2C=CS(=O)(=O)C2)cc1 (stereo not given)	-2	1	0	9	-8	-1	-4	1	6
COc1ccc(Cl)cc1Nc1nc(-c2sc(NC(=O)c3ccco3)nc2C)cs1	-22	8	-17	8	1	-1	12	24	8
O=C(O)c1cc(NC(=O)c2ccc(Cl)c([N+](=O)[O-])c2)cc(C(=O)O)c1	1	1	0	5	8	-1	-4	-7	-1
COc1ccc(CNC(=O)COC(=O)c2ccc(C)c(S(=O)(=O)N3CCOCC3)c2)cc1OC	2	5	2	7	x	3	1	4	10
Cc1cc(=O)n(-c2ccc(Cl)cc2)c(=O)[nH]1	1	-5	2	0	18	5	-5	5	-1
COCCCn1nnnc1SCC(=O)Nc1ccc2c(c1)OCCO2	-1	4	-5	5	4	-2	0	2	1
Cn1c(=O)cc(OCCCC(=O)NCc2ccc(F)cc2Cl)c2ccccc21	-4	8	3	8	2	5	3	1	-1
COC(=O)C1C(=O)C=C(Nc2ccc(F)cc2F)CC1c1ccccc1 (stereo not given)	1	5	-1	-2	3	-1	0	10	5
Cc1ccc(CCNC(=O)CCS(=O)(=O)c2cc3c(cc2C)NC(=O)CO3)cc1	-8	6	-3	4	0	4	-3	3	-1
O=C(Nc1ncc2c(n1)CC(c1ccco1)CC2=O)c1ccccc1 (stereo not given)	0	-1	-3	6	-4	1	-2	0	-1
O=C(CN1CCN(C(C(=O)Nc2ccc(F)cc2)c2ccccc2)CC1)NC1CC1 (stereo not given)	3	2	4	1	x	0	1	3	9
Brc1cc2c(cc1Br)OCCOCCOCCO2	4	9	2	5	37*	6	1	6	4
CCOC(=O)Cc1csc(NC(=O)CSc2nnc(-c3ccncc3)o2)n1	5	x	1	x	-6	0	0	6	x
CCOc1ccccc1Nc1nnc(Cc2ccccc2Cl)c(=O)[nH]1	0	0	2	6	3	-5	2	2	13
Cc1ccccc1-n1ncc(C(C)NC(=O)c2ccccc2)c1C (stereo not given)	-1	2	-1	3	3	-5	6	-1	1
CCOc1ccccc1CNC(=O)C1CCN(C(=O)c2sccc2-n2cccc2)CC1	3	-3	-5	3	3	3	2	3	0
CC(C)CN(C(=O)COC(=O)c1ccccc1NCc1ccco1)c1c(N)n(Cc2ccccc2)c(=O)[nH]c1=O	3	4	1	-2	0	-2	-3	9	3
CC1CCc2c(sc(NC(=O)CSc3nnc(-c4ccccc4)o3)c2C#N)C1 (stereo not given)	3	3	-3	-2	7	2	12	3	4
Further entries follow:
SMILES	LYPLA2 counter	PAFAH1B2 FP inh	LYPLA1 inh	PAFAH1B3 FP inh	GSTO1 counter	PAD4 inh	PME-1 inh	pPAFAH FP inh	PAFAH2 FP inh
Cn1ncc2nc[nH]c(=O)c21	-4	4	0	14	4	19*	-2	2	-3
Cc1cccc(C)c1OCC(O)CN1CCCCC1 (stereo not given)	-5	0	-3	-4	15	-3	1	0	-2
CCOC(=O)CSc1nc2sc(C)c(C)c2c(=O)n1C	-1	7	-1	9	2	-4	0	3	-5
Cc1sc2ncnc(SCC(=O)NC3CCCC3)c2c1C	-3	4	-1	0	-3	3	-1	5	2
Cc1cnc(NC(=O)Nc2ccc(OCc3ccccc3)cc2)c(Br)c1	4	7	1	6	3	0	-6	1	8
O=C(NC1CCCC1)C(c1ccncc1)N(C(=O)c1ccco1)c1ccc(F)c(Cl)c1 (stereo not given)	-2	-5	-4	1	0	-5	-7	-3	-3
COc1cccc(C(=O)NCCn2ccc3ccccc32)c1	-7	-3	-1	-5	8	4	3	-1	4
CC1CCN(C2CCN(S(=O)(=O)c3ccc(C(F)(F)F)cc3)CC2)CC1	-1	0	0	9	8	-4	-3	2	-5
CC(=O)Cc1nsc(NC(=O)c2ccc(COc3ccccc3C)o2)n1	0	1	0	4	-17	-1	3	5	-9
COc1ccc(C(=O)CSc2nnc(-c3cnccn3)n2Cc2ccco2)cc1	-1	-3	1	0	14	-1	-3	2	-8
CC1(C)CC2=C(CO1)C(=S)NC(c1ccccc1)N2CC1CCCO1 (stereo not given)	0	5	0	1	2	-3	-1	0	-2
NS(=O)(=O)c1ccc(CCNCC(=O)N2CCC(Cc3ccccc3)CC2)cc1	5	8	0	9	-1	6	5	-2	1
CCOc1ccc(NC(=O)c2cc(C)nc3ccccc23)cc1	6	1	6	-3	-5	-1	-7	-1	4
COC(=O)c1ccc(NC(=O)CN(c2ccc3c(c2)OCO3)S(C)(=O)=O)cc1	0	-7	-1	5	9	4	-4	1	-3
O=C(Nc1ccc(F)cc1)c1cc(S(=O)(=O)Nc2ccc(F)cc2)cs1	-21	-4	-12	-5	-17	-5	-10	10	-15
Cc1nc(N2CCCCC2)sc1C=O	0	x	6	x	4	-2	5	-3	x
COC(=O)c1cccnc1SCc1ccccc1	1	5	-2	7	-8	0	-4	4	-2
Cc1cc(-n2nc(C)cc2C)n2ncc(-c3ccccc3)c2n1	-1	8	-1	3	2	3	-1	4	-7
COc1ccccc1/C=C/C(=O)OCC(=O)N1CCc2ccccc21	-3	2	-6	5	x	-1	1	1	77*
COc1ccc(NCC(=O)N/N=C/C=C/c2ccccc2[N+](=O)[O-])cc1	9	2	1	10	3	-4	5	17	24
Nc1nc(SCC(=O)Nc2ccccc2)[nH]c(=O)c1NC(=O)c1cccs1	1	4	0	4	1	0	1	3	2
Cc1onc(-c2c(F)cccc2Cl)c1C(N)=S	-1	6	4	0	5	5	-1	1	4
Cc1ccc(-c2ccc(/C=C(\C#N)C(N)=S)n2C)cc1	6	11	-3	5	7	1	11	15	2

Given with two lines to a compound: entries from further up.
Each structure is followed by: LYPLA2 counter	PAFAH1B2 FP inh	LYPLA1 inh	PAFAH1B3 FP inh	GSTO1 counter	PAD4 inh	PME-1 inh	pPAFAH FP inh	PAFAH2 FP inh
- Cn1ncc2nc[nH]c(=O)c21
 : -4	4	0	14	4	19*	-2	2	-3
- Cc1cccc(C)c1OCC(O)CN1CCCCC1 (stereo not given)
 : -5	0	-3	-4	15	-3	1	0	-2
- CCOC(=O)CSc1nc2sc(C)c(C)c2c(=O)n1C
 : -1	7	-1	9	2	-4	0	3	-5
- Cc1sc2ncnc(SCC(=O)NC3CCCC3)c2c1C
 : -3	4	-1	0	-3	3	-1	5	2
- Cc1cnc(NC(=O)Nc2ccc(OCc3ccccc3)cc2)c(Br)c1
 : 4	7	1	6	3	0	-6	1	8
- O=C(NC1CCCC1)C(c1ccncc1)N(C(=O)c1ccco1)c1ccc(F)c(Cl)c1 (stereo not given)
 : -2	-5	-4	1	0	-5	-7	-3	-3
- COc1cccc(C(=O)NCCn2ccc3ccccc32)c1
 : -7	-3	-1	-5	8	4	3	-1	4
- CC1CCN(C2CCN(S(=O)(=O)c3ccc(C(F)(F)F)cc3)CC2)CC1
 : -1	0	0	9	8	-4	-3	2	-5
- CC(=O)Cc1nsc(NC(=O)c2ccc(COc3ccccc3C)o2)n1
 : 0	1	0	4	-17	-1	3	5	-9
- COc1ccc(C(=O)CSc2nnc(-c3cnccn3)n2Cc2ccco2)cc1
 : -1	-3	1	0	14	-1	-3	2	-8
